# UPR CHOP act – activators of apoptotic CHOP UPR arm, primary screen, cell-based, CHO-CHOP luciferase reporter, luminescence, uHTS | hit rate 0.34% among 330,000 | activation, % at 10 µM | UPR activation; percent of tunicamycin response over DMSO baseline;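 active = at 10 µM dose, activation of 40% or more, normalized to positive control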;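 note: 100% = tunicamycin at 10 µg/mL and 0% = DMSO alone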
#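 System: CHO-CHOP luciferase reporter cell line; amount: 500 cells/well; buffer or medium: F12 medium containing 10% fetal bovine serum; incubation: 6 h compound exposure at 37 °C after overnight seeding; measured by: luciferase luminescence after 10 min with Steady-Glo reagent; evaluation: % reporter activation, DMSO baseline versus tunicamycin full activation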
# Mdm2-MdmX inh – inhibitors of human Mdm2-MdmX association, primary screen, cell-based, luminescence, split luciferase, SaOS-2, uHTS; SaOS-2 split-luciferase Mdm2/MdmX complementation; AID 485346, 2010; inhibition, % at 8 µM; hit rate 3% among 330,000;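 active = inhibition of at least 50% at 8 µM in the primary screen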
# Target sequence (O15151 whole entry, looked up): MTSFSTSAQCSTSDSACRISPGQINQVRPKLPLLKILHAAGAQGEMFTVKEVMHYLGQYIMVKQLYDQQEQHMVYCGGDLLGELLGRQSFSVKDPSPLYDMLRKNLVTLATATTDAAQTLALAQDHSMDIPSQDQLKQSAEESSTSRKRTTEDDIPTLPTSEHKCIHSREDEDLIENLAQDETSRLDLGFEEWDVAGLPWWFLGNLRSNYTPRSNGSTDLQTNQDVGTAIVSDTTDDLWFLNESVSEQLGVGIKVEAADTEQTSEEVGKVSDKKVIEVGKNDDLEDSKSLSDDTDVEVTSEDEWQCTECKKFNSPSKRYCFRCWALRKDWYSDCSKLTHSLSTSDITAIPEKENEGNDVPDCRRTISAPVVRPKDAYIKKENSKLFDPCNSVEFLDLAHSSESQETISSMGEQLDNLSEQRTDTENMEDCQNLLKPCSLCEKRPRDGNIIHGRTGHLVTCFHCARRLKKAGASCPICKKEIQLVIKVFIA
# Target sequence (Q00987 whole entry, looked up): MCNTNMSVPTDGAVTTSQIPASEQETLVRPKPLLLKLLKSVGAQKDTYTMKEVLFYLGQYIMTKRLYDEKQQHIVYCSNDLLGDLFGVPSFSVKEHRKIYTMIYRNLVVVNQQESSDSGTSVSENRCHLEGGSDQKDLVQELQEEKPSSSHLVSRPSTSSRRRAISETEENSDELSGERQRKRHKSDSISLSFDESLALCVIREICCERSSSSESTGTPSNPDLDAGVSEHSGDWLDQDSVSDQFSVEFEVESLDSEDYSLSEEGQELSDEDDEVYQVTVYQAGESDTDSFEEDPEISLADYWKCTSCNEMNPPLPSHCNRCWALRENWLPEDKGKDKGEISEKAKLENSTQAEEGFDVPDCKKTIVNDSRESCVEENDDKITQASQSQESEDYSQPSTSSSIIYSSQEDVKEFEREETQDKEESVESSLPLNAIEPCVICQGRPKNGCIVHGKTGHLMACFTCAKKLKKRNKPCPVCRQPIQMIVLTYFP
# XBP1 UPR activ – activators of adaptive XBP1 UPR arm, primary screen, cell-based, CHO-XBP1 luciferase reporter, luminescence, uHTS. AID 463104, 2010. activation, % at 20 µM. hit rate 0.33% among 330,000. IRE1-XBP1 UPR activation; percent of tunicamycin response, DMSO as zero;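 active = versus positive control, 20 µM dose yields 30% or more activation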;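 note: 100% = tunicamycin at 10 µg/mL and 0% = DMSO only wells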
#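 Material: CHO-XBP1 cells stably carrying IRE1-XBP1-driven luciferase reporter / Amount: 1000 cells per well / Compound: 20 µM, 1% DMSO / Times: 6 h treatment, 37 °C / Detection: luciferase luminescence / Measure: % activation of reporter signal versus tunicamycin and DMSO controls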
# NR3A LBD binder – binders of NR3A ligand-binding domain, primary screen, biophysical, differential scanning fluorimetry, uHTS | Glutamate receptor ionotropic, NMDA 3A (GRIN3A) ligand-binding domain | NR3A LBD differential scanning fluorimetry, Tm shift; 0% = protein alone, 100% = glycine-bound protein | Tm shift relative to glycine control, % at 25 µM | hit rate 2.5% among 340,000 | AID 1259313, 2017;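 active = melting temperature shift of at least 10% of the positive control shift, at one fixed dose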
# tim23-1 inh – growth inhibitors of tim23-1 mutant yeast, primary screen, luminescence, uHTS; S. cerevisiae tim23-1 growth, BacTiter-Glo luminescence, 24 h; inhibition, % at 20 µM; hit rate 1.3% among 330,000; AID 463212, 2010;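 active = growth inhibition of the mutant yeast at or above 50%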;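 note: temperature-sensitive mutant grown at 25 °C; plate controls were DMSO-treated mutant yeast for no effect and medium wells lacking yeast for full effect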
# NLRP3 yeast inh – NALP3 inflammasome inhibitors in reconstituted yeast, primary screen, luminescence, uHTS. inhibition, % at 10 µM. AID 2825, 2010. hit rate 0.39% among 330,000. Yeast reconstituted NLRP3/ASC/caspase-1, beta-gal luminescence, 24 h;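 active = inhibition of 50% or more; inactive = inhibition below 50%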;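 note: plate controls were induced DMSO wells for no effect and uninduced yeast grown without galactose for full effect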
# TIM10 inh – growth inhibitors of isogenic TIM10 control yeast, primary screen, counter-screen for tim10-1 yeast inhibitor project, luminescence, uHTS. S. cerevisiae TIM10 strain growth, BacTiter-Glo luminescence, 24 h. inhibition, % at 10 µM. hit rate 1.4% among 330,000;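 active = inhibition of 40% or more at the single tested concentration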;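 note: wild-type TIM10 isogenic control strain grown at permissive 25 °C; 0% = DMSO yeast wells and 100% = minimal medium wells without yeast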
# APJ agonist – agonists of human apelin receptor APJ, primary screen, CHO-K1 cells, PathHunter beta-arrestin, luminescence; 0% DMSO wells, 100% apelin; activation, % at 20 µM; hit rate 0.11% among 330,000; AID 2520, 2010;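 active = activation more than six SD over the plate average, tested at 20 µM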;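 note: 0% = DMSO alone and 100% = apelin-13 at 10 nM; some results filed as inactive read as strong as hits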
#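 Assay system: CHO-K1 APJ beta-arrestin complementation cell line / Compound: single test compound dose, 20 µM final, 1% DMSO / Times: overnight seeding, 90 min compound at 25 °C, 1 h detection / Technique: beta-gal luminescence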
# tim10-1 inh – growth inhibitors of tim10-1 mutant yeast, primary screen, luminescence, uHTS. hit rate 2.2% among 330,000. inhibition, % at 20 µM. S. cerevisiae tim10-1 ts strain growth, BacTiter-Glo, 24 h. AID 463190, 2010;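 active = inhibition of at least 40%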;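 note: mutant grown at 25 °C; 0% = DMSO wells with yeast and 100% = wells holding no yeast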
# * marks the source's active call; other numbers are inactive results; . = not tested or not shown.
# Values run as follows: UPR CHOP act	Mdm2-MdmX inh	XBP1 UPR activ	NR3A LBD binder	tim23-1 inh	NLRP3 yeast inh	TIM10 inh	APJ agonist	tim10-1 inh
> CCc1nc(Nc2ccc(OC)cc2OC)c2oc3ccccc3c2n1
    1.0	32	3	1	13	-8	5	-2	16
> O=[N+]([O-])c1ccc(N2CCC(O)CC2)nc1
    0.6	24	-2	0	-9	-9	8	-3	13
> O=C(NCc1cccnc1)c1noc2c1CCCC2
    1.4	-3	3	0	6	0	5	-4	-2
> CC(=O)C1=C(C)NC(=O)CC1c1ccc(Br)cc1 (stereo not drawn)
    -0.5	-5	3	0	3	-8	8	-1	11
> O=C(CSc1nnc(CN2CCCC2)n1-c1ccc(F)cc1)c1ccc2c(c1)OCO2
    1.6	0	-4	2	14	5	5	0	15
> CC1CCN(S(=O)(=O)CCNC(=O)c2ccc(F)cc2)CC1
    -1.0	6	0	-1	7	22	-11	-3	2
> COc1cc(/C=N/NC(=O)COc2ccccc2C)ccc1OC(=O)c1cccs1
    16	29	17	-2	28	-2	43*	-3	30
> Cc1cc2n(n1)C(c1ccc3c(c1)OCO3)Nc1ccccc1-2 (stereo not drawn)
    -2.3	13	1	-2	30	30	24	-3	15
> Cc1cccc(NC(=O)c2cc(Cl)nc3ccccc23)c1
    0.3	23	-1	0	13	5	7	1	25
> CN(c1ccc(Cl)cc1)c1cc(=O)n(C)c2ccccc12
    -0.8	47	0	-4	20	2	37	-1	20
> CCn1cc(C(=O)N[C@@H](CCSC)C(=O)NCCN2CCOCC2)c(=O)c2cc3c(cc21)OCO3
    1.0	-9	-3	0	2	10	15	0	-6
> O=C(N/N=C1\CCS(=O)(=O)c2ccc(F)cc21)c1ccc([N+](=O)[O-])cc1
    -1.7	-21	-1	0	6	6	2	-2	9
> CCCCOc1ccc(Nc2nc(C)cc(C)c2C#N)cc1
    0.7	-8	-1	2	6	13	-2	2	3
> CC1CCN(c2oc(-c3ccc(F)cc3)nc2C#N)CC1
    3.1	0	0	3	2	25	-26	1	99*
> CC(=O)NC12CC3CC(C)(C1)CC(NC(C)=O)(C3)C2
    1.9	20	-3	-2	13	5	6	1	-1
> S=C(NC1CCCC1)N1CCN(c2ncccn2)CC1
    0.0	5	1	-3	4	18	-18	2	9
> Cc1ccc(OCC(=O)Nc2ccc(S(=O)(=O)N3CCN(C)CC3)cc2)cc1
    -1.3	-10	1	1	21	3	10	1	14
> CC[C@]12c3[nH]c4ccc(Cl)cc4c3CCN1C(=O)[C@@H](CC(=O)NCCCN(C)C)C[C@@H]2C(=O)N1CCN(C(=O)c2ccco2)CC1
    1.1	8	4	0	24	.	-2	.	-1
> Cn1cc(-c2ccccc2C(N)=O)c(=O)c2cc(Cl)ccc21
    -1.6	26	-1	1	17	3	5	-1	17
> O=c1cc(N2CCc3ccccc32)[nH]c(=O)n1Cc1ccc(F)cc1
    -2.1	-16	-2	0	30	-2	17	6	13
> Cc1cccc(S(=O)(=O)N(CC(=O)Nc2ccccc2C)Cc2ccco2)c1
    1.1	-25	-4	11*	37	15	14	-1	22
> O=C(CN1CCN(C(=O)C2CCCO2)CC1)Nc1ccc(Cl)cc1 (stereo not drawn)
    -2.1	-20	-6	-1	23	11	3	18	8
> O=C(O)CNC(=O)/C(=C/c1ccco1)NC(=O)/C=C/c1ccccc1
    4.3	-12	2	3	13	17	15	1	4
> Cc1nc(CN2CCN(C(=O)CCc3nnc(Cc4c[nH]c5ccccc45)o3)CC2)cs1
    -0.3	8	2	0	24	12	2	-3	-1
> Cc1ccsc1/C=N\NC(=O)c1n[nH]c2c1CCC2
    -5.4	3	-6	-2	13	5	13	-1	-4
> C=CCc1cccc(/C=N/NC(=O)CCC(=O)Nc2ccc(C)cc2)c1O
    -1.4	65*	-1	14*	-21	-1	10	-3	2
> C=CCN1C2=NCCCN2c2ccccc21
    -2.3	16	-1	-1	-6	-12	-14	-1	-14
> CC1(C2CC2)NC(=O)N(CC(=O)Nc2ccccc2C#N)C1=O (stereo not drawn)
    -1.2	2	-1	.	-3	6	4	-6	-1
> COc1cc(/C=C2\SC(=S)N(N3CCOCC3)C2=O)ccc1O
    0.5	18	4	1	6	19	14	-6	12
> CCS(=O)(=O)N1CCN(C(=O)c2cc(OC)cc(OC)c2)CC1
    -1.9	14	0	1	-9	11	-8	-1	-11

# Just XBP1 UPR activ, for three of the compounds above:
smiles	XBP1 UPR activ
CCc1nc(Nc2ccc(OC)cc2OC)c2oc3ccccc3c2n1	3
O=[N+]([O-])c1ccc(N2CCC(O)CC2)nc1	-2
O=C(NCc1cccnc1)c1noc2c1CCCC2	3

# Quoted at random: 4 compounds from above
# Values run as follows: UPR CHOP act	Mdm2-MdmX inh	XBP1 UPR activ	NR3A LBD binder	tim23-1 inh	NLRP3 yeast inh	TIM10 inh	APJ agonist	tim10-1 inh
> O=C(CSc1nnc(CN2CCCC2)n1-c1ccc(F)cc1)c1ccc2c(c1)OCO2
    1.6	0	-4	2	14	5	5	0	15
> C=CCN1C2=NCCCN2c2ccccc21
    -2.3	16	-1	-1	-6	-12	-14	-1	-14
> C=CCc1cccc(/C=N/NC(=O)CCC(=O)Nc2ccc(C)cc2)c1O
    -1.4	65*	-1	14*	-21	-1	10	-3	2
> Cn1cc(-c2ccccc2C(N)=O)c(=O)c2cc(Cl)ccc21
    -1.6	26	-1	1	17	3	5	-1	17

# The results go on:
# Values run as follows: UPR CHOP act	Mdm2-MdmX inh	XBP1 UPR activ	NR3A LBD binder	tim23-1 inh	NLRP3 yeast inh	TIM10 inh	APJ agonist	tim10-1 inh
> COc1cc(CNc2ncc(-c3ccc(Br)cc3)n2C)cc(OC)c1O
    0.2	8	-5	-1	-11	7	-8	-4	-6
> CCO[C@@H]1OC(C(=O)NC2CC2)=C[C@H](c2c[nH]c3ccccc23)[C@H]1CCCO
    0.5	-23	-1	0	5	18	1	11	0
> CON(c1nc(N(C)C)nc(N(C)C)n1)S(=O)(=O)c1ccccc1Cl
    -0.1	-7	-2	-18	20	25	11	-1	15
> Cc1nc2cc(S(=O)(=O)C(F)(F)F)ccc2s1
    -2.1	-4	0	-1	-1	1	3	13	11
> O=C(Nc1ccnn1C1CCN(Cc2ccccc2)CC1)C1CCOC1 (stereo not drawn)
    1.8	10	-1	2	3	4	-1	-2	-1
> CCN(CC)C(=O)C1=C(C)Nc2nc3ccccc3n2C1c1cccc(OC)c1 (stereo not drawn)
    -2.0	11	1	2	8	-8	21	-3	9
> COc1ccc(C(=O)NNC(=O)CSc2nnc(C)n2C)cc1
    -0.7	-12	4	0	9	10	6	1	16
> Nc1cccc(-c2ccc(CO)o2)c1
    -3.2	1	-2	1	-3	-13	6	1	7
> O=C(c1ccccc1Nc1ccc(SC(F)F)cc1)N1CCCCCC1
    -1.4	12	-1	3	38	18	51*	-9	44*
> O=C1CCCCN1CCc1c[nH]c2ccccc12
    1.5	-42	3	0	3	9	-5	1	10
> O=C(CCN1C(=O)C2CCCCC2C1=O)Nc1ccc(Br)cc1F (stereo not drawn)
    -0.3	14	0	0	-6	15	-35	6	-7
> COc1ccc(C2c3c(ccc4ccccc34)Oc3ncn4nc(-c5ccco5)nc4c32)cc1 (stereo not drawn)
    1.9	-4	2	-4	7	-16	-2	-2	28
> CN1CCN(CCc2nc3cc(NC(=O)c4ccco4)ccc3n2C)CC1
    1.0	-22	-2	-1	-37	-4	-7	-4	-5
> COc1ccc(C(=O)NC(NC(=O)c2ccc(OC)cc2)c2ccccc2F)cc1
    3.6	44	2	-1	-3	17	5	0	-3
> Cc1cc(SC(C)C(=O)O)nc2ccccc12 (stereo not drawn)
    -0.1	22	1	-1	2	-1	-13	-2	0
> COc1ccccc1CNS(=O)(=O)c1cc(CN2C(=O)c3cccnc3C2=O)ccc1OC
    1.9	26	-3	0	20	3	11	-7	21
> Cc1ccc(NC(=S)N2CCOCC2)c(C)c1
    -1.9	-20	2	16*	26	4	4	0	4
> CSc1ccc(CN(C)CC(=O)Nc2c(F)cccc2F)cc1
    -1.7	21	-2	0	14	1	9	-2	27
> O=C(c1ccccn1)N1CCCC(N2CCN(c3ccc(F)cc3)CC2)C1 (stereo not drawn)
    0.8	10	-4	0	7	7	6	3	25
> CC(C)(C)NC(=O)NC(=O)CN1CCC(Cc2ccccc2)CC1
    0.6	12	0	1	-20	6	2	-2	14
> CCOC(=O)c1c(C)n(C)c2cc(Br)c(C(=O)OC)cc12
    0.9	9	1	1	28	18	13	1	18
> CCn1cc(CN2CCCC(C(=O)Nc3ccc(-c4cscn4)cc3)C2)cn1 (stereo not drawn)
    1.1	18	-1	0	-47	12	-22	2	-22
> CC1CCN(C(=O)C2c3ccccc3C(=O)N3CCc4ccccc4C23)CC1 (stereo not drawn)
    0.5	-11	-1	-1	27	15	29	-7	35
> O=C(CC1C(=O)NCCN1Cc1cccc(Oc2ccccc2)c1)NCc1cccnc1 (stereo not drawn)
    -1.1	4	1	-2	8	11	18	-3	7
> COc1ccc(N2C(=O)S[C@@H]3CS(=O)(=O)C[C@@H]32)cc1
    -0.1	12	-3	-1	11	7	-18	2	19
> O=C(Cc1ccccc1)NCC(=O)Nc1cc(Cl)ccc1Cl
    2.4	-25	4	0	4	17	3	-2	-12

# 3 compounds already listed, sorted by heavy-atom count, rising.
# Values run as follows: UPR CHOP act	Mdm2-MdmX inh	XBP1 UPR activ	NR3A LBD binder	tim23-1 inh	NLRP3 yeast inh	TIM10 inh	APJ agonist	tim10-1 inh
> O=C(Cc1ccccc1)NCC(=O)Nc1cc(Cl)ccc1Cl
    2.4	-25	4	0	4	17	3	-2	-12
> CON(c1nc(N(C)C)nc(N(C)C)n1)S(=O)(=O)c1ccccc1Cl
    -0.1	-7	-2	-18	20	25	11	-1	15
> O=C(CC1C(=O)NCCN1Cc1cccc(Oc2ccccc2)c1)NCc1cccnc1 (stereo not drawn)
    -1.1	4	1	-2	8	11	18	-3	7

# 2 entries from above in another layout.
CCOC(=O)c1c(C)n(C)c2cc(Br)c(C(=O)OC)cc12
  UPR CHOP act: 0.9	Mdm2-MdmX inh: 9	XBP1 UPR activ: 1	NR3A LBD binder: 1	tim23-1 inh: 28	NLRP3 yeast inh: 18	TIM10 inh: 13	APJ agonist: 1	tim10-1 inh: 18
CCn1cc(CN2CCCC(C(=O)Nc3ccc(-c4cscn4)cc3)C2)cn1 (stereo not drawn)
  UPR CHOP act: 1.1	Mdm2-MdmX inh: 18	XBP1 UPR activ: -1	NR3A LBD binder: 0	tim23-1 inh: -47	NLRP3 yeast inh: 12	TIM10 inh: -22	APJ agonist: 2	tim10-1 inh: -22

# Screening results deposited in PubChem by Sanford-Burnham Center for Chemical Genomics.
